NR2E3 agonist = NR2E3 agonists in two-hybrid cells, primary screen, cell-based, luminescence, CHO-S, Gal4-NCOR/VP16-NR2E3; Photoreceptor-specific nuclear receptor (Homo sapiens), Q9Y5X4; luciferase; inhibition of corepressor binding, % at 3.98 µM; actives 0.35% (n = 360,000);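 active = inhibition above the mean of all tested compounds plus 3 SD, cut at about 70% in these data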;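 note: 0% = DMSO with NR2E3 transfected cells and 100% = cells lacking NR2E3 construct; higher means lower luciferase signal from less NR2E3 corepressor binding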
Target sequence (Q9Y5X4 whole entry, looked up, the tested form may be a part): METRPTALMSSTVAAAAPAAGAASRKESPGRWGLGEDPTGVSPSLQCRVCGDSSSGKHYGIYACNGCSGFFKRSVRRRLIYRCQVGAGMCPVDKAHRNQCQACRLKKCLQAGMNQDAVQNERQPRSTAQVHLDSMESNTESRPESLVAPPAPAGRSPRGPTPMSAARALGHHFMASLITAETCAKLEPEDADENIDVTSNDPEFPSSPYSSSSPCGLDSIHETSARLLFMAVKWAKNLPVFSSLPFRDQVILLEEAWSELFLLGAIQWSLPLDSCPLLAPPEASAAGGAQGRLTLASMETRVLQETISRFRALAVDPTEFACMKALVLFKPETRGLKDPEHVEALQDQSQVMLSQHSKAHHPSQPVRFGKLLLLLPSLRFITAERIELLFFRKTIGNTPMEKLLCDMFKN
HIF-2a block = HIF-2a reporter inhibitors, primary screen, luminescence, 786-0 RCC cells; actives 0.72% (n = 360,000); 786-0 RCC cells HIF-2a reporter, luciferase luminescence, overnight; AID 624352, 2012; inhibition, % at 18.8 µM;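 active = inhibition of the luminescence signal of 40% or more relative to plate controls, in a single-dose primary screen at 18.75 µM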
hiPSC survival = enhancers of single-cell hiPSC survival, primary screen, ATPlite luminescence. 100% = ROCK inhibitor wells, 0% = DMSO. survival enhancement, % at 20 µM. actives 0.044% (n = 360,000). AID 602274, 2012; in the data active = survival enhancement above about 18%;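 note: cells exposed to compounds for 16 hours before the ATP read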
TRAIL sens C8 = viability loss with TRAIL in NB7+C8 cells, primary screen, TRAIL sensitizer project, cell-based, ATPlite luminescence; inhibition (viability loss, TRAIL sensitization), % at 10 µM; actives 1% (n = 360,000);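 active = compounds causing at least 50% loss of cell viability in the single-dose screen, relative to plate controls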
Numbers without * were called inactive. An excerpt, so the mix of outcomes need not match the whole.

1: O=c1[nH]c(=S)[nH]c2c1[C@H](CCc1cccc(Cl)c1)O[C@H](C1CCCC1)C2
2: CCCCn1nnnc1C(c1ccccc1)N1CCN(C(=O)C2CCCO2)CC1 (configuration not stated)
3: CCCCCCCCN1C(=O)[C@H](CC(=O)NCc2ccc(C)o2)C[C@@]2(C(=O)OC)CCCCC=C12
4: COC(=O)[C@]12CCCCC=C1N(CCC1=CCCCC1)C(=O)[C@H](CC(=O)N1CCCCC1)C2
5: CCCCn1nnnc1C(c1cc2ccccc2o1)N1CCN(CC(=O)NC(C)C)CC1 (configuration not stated)
6: COCCCN1C(=O)C(CC(=O)NC(c2ccccc2)c2ccccc2)CC(C(=O)N2CCCCCC2)=C1C (configuration not stated)
7: CCC(c1nnnn1-c1ccc2c(c1)OCCO2)N1CCN(c2ccccc2OC)CC1 (configuration not stated)
8: O=C1c2ccccc2C(c2nnnn2Cc2ccccc2)N1CCc1ccc(O)cc1 (configuration not stated)
9: O=C(Nc1ccc2c(c1)OCCO2)C1c2ccccc2OCC(=O)N1CCc1c[nH]c2ccccc12 (configuration not stated)
10: CCCCN1C(=O)C(CC(=O)NCCCN(C)C)CC(C(=O)N(C(C)C)C(C)C)=C1C (configuration not stated)

assay / entry,1,2,3,4,5,6,7,8,9,10
TRAIL sens C8,18,-15,-11,0,-18,-15,-1,8,-7,-14
HIF-2a block,1,11,8,3,-1,12,10,-31,-21,13
hiPSC survival,0.1,0.4,-0.2,0.8,-0.6,-1.8,0.7,1.0,1.1,-2.3
NR2E3 agonist,-6,-13,-10,-9,3,-13,21,-18,-21,-2

11: O=C(NC1CCCC1)C1c2ccccc2OCC(=O)N1CCc1ccccc1 (configuration not stated)
12: CCOC(=O)N1CCN(C(c2cc3ccccc3o2)c2nnnn2C(C)(C)C)CC1 (configuration not stated)
13: CCOC(=O)[C@]12CCCC=C1N(Cc1cccc3ccccc13)C(=O)[C@H](CC(=O)N1CCN(C(=O)c3ccco3)CC1)C2
14: O=C1NC[C@H](Cc2ccccc2)N(C[C@@H]2CCCN2C[C@H](Cc2ccc(O)cc2)N2C[C@H](Cc3ccc(O)cc3)N(CC3CCCCC3)C(=O)C2=O)C1=O
15: C#CCNC(=O)C[C@@H]1C[C@@]2(C(=O)OCC)CCCC=C2N(CCCCCCCC)C1=O
16: CCCCCCCCN1C(=O)[C@H](CC(=O)NCCC(C)C)C[C@@]2(C(=O)OC)CCCCC=C12
17: COc1cccc(C(=O)N2CCC[C@H]2C(=O)N2CCC[C@H]2C(=O)N[C@@H](C)c2ccccc2)c1
18: CCCCOCCCNC(=O)C[C@@H]1C[C@@]2(C(=O)OC)CCCCC=C2N(Cc2ccco2)C1=O
19: Nc1[nH]c(C(=O)c2ccccc2)c(-c2ccccc2C(F)(F)F)c1C(=O)c1cccs1
20: COc1ccc([C@H]2CC(=O)C[C@@H](CCn3cc(-c4nccn4C)nn3)O2)cc1

assay / entry,11,12,13,14,15,16,17,18,19,20
TRAIL sens C8,-21,-27,15,-4,5,6,-4,-4,-6,8
HIF-2a block,14,-2,-18,7,7,13,12,-8,-37,8
hiPSC survival,0.7,-0.7,-0.4,1.4,-0.9,-0.4,-0.3,0.0,0.4,2.1
NR2E3 agonist,-13,6,-17,20,3,-4,-37,-16,-11,7

21: Cc1cccc(C)c1-n1nnnc1C(c1ccnc2ccccc12)N(CCC#N)Cc1ccccc1 (configuration not stated)
22: CCCCCCn1cc(CN2CC(N3CCCCC3)CS2(=O)=O)nn1 (configuration not stated)
23: Cn1cncc1C#Cc1ccc(N2C(c3ccsc3)=Cc3ccc(F)cc3C2c2c[nH]c3ccccc23)cc1 (configuration not stated)
24: Cc1cc(C)n2c(Nc3ccc4c(c3)OCCO4)c(C3CC3)nc2n1
25: O=C(NCCN1CCC(n2c(=O)[nH]c3ccccc32)CC1)c1ccc(Cl)cc1Cl
26: CCCCn1nnnc1C(c1ccccc1)N1CCN(c2cc(C)ccc2C)CC1 (configuration not stated)
27: Nc1[nH]c(C(=O)c2ccccc2)c(-c2cccnc2)c1C(=O)NC1CCCCC1
28: COC(=O)[C@]12CCCCC=C1N(Cc1ccco1)C(=O)[C@H](CC(=O)NCc1cccc3ccccc13)C2
29: O=C1C(=Cc2ccc(Cl)cc2)Cc2ccccc21
30: COc1ccc(C=O)c(-c2c(CCO)sc3ccccc23)c1

assay / entry,21,22,23,24,25,26,27,28,29,30
TRAIL sens C8,4,6,-7,-2,19,14,-12,-12,16,1
HIF-2a block,7,11,24,4,-21,15,1,14,-197,1
hiPSC survival,-0.3,0.7,0.1,0.2,-0.5,-0.3,0.9,-1.0,-2.8,-0.6
NR2E3 agonist,-27,12,2,-6,-3,-9,14,-7,-18,-13

31: CC1=C(C(=O)N2CCCCCC2)CC(CC(=O)NCc2cccc3ccccc23)C(=O)N1CCC1=CCCCC1 (configuration not stated)
32: COc1ccc(OC)c(N2C(=O)c3ccccc3C2c2nnnn2-c2ccc3c(c2)OCCO3)c1 (configuration not stated)
33: Cc1cc(C)n2c(NCc3ccccc3)c(CCc3ccccc3)nc2n1
34: CCCCC[C@@H](C)N1C[C@@H](COCc2ccccc2)Oc2cc(N3CCC[C@H]3CO)ccc2S1(=O)=O
35: Cc1ccc2nc(C3CCCCC3)c(Cc3ccsc3)n2c1
36: CC(C)C[C@H]1CN([C@@H](Cc2ccccc2)CN2CCC[C@H]2CN2C(=O)C(=O)NC[C@@H]2Cc2ccccc2)C(=O)C(=O)N1CCc1ccccc1
37: Cc1cccc(C)c1-n1nnnc1C1(C)CCC(=O)N1Cc1cccnc1 (configuration not stated)
38: CC(C)(C)n1nnnc1C(c1ccccc1)N1CCN(C(=O)c2ccco2)CC1 (configuration not stated)
39: CC(=O)N1CCN(C(=O)OC2CC3CC2[C@H]2CCCCN2C3=O)CC1 (some centres not stated)
40: Cc1ccc2nc(-c3ccc(F)cc3)c(CC3CCCCC3)n2c1

assay / entry,31,32,33,34,35,36,37,38,39,40
TRAIL sens C8,0,-4,-9,-19,8,-12,-15,2,4,-13
HIF-2a block,3,-4,-30,2,-46,-11,4,3,11,-127
hiPSC survival,0.9,-0.5,-1.0,-0.2,-0.2,-0.3,1.1,-1.3,0.9,0.0
NR2E3 agonist,-4,-17,1,-5,13,16,-7,6,-11,-145

41: CCCCn1nnnc1C1(C)CCC(=O)N1Cc1ccc(OC)cc1 (configuration not stated)
42: CC1COc2c3ccccc3nn21 (configuration not stated)
43: COc1ccc(N2C(c3ccsc3)=Cc3cc4c(cc3C2c2c[nH]c3ccccc23)OCO4)cc1 (configuration not stated)
44: COC(=O)[C@@]1(Cc2ccc(OC)cc2)[C@H]2c3cc(C(=O)N4CCCC4)n(CCc4c[nH]c5ccccc45)c3C[C@H]2CN1C(=O)c1ccccc1
45: CC(C)C[C@H]1CN(CCCC[C@H]2CNC(=O)C(=O)N2CCc2ccc(O)cc2)C(=O)C(=O)N1Cc1ccccc1
46: C[C@H](c1ccccc1)N1C[C@@H](COCc2ccccc2)Oc2cc(N3CC[C@@H](O)C3)ccc2S1(=O)=O
47: Clc1cccc(Cc2c(-c3cccc(Br)c3)nc3c4ccccc4ccn23)c1
48: COC(=O)[C@@]1(Cc2ccc(F)cc2)[C@H]2c3cc(C(=O)N(C)C)n(CCc4c[nH]c5ccc(O)cc45)c3C[C@H]2CN1C(=O)c1ccccc1
49: CCc1oc(-c2ccc(OC)cc2)c(C(=O)OCCCCCO)c1C(C)OCCO (configuration not stated)
50: Cc1cccc(C)c1N1CCN(C(c2ccnc3ccccc23)c2nnnn2-c2ccc3c(c2)OCCO3)CC1 (configuration not stated)

assay / entry,41,42,43,44,45,46,47,48,49,50
TRAIL sens C8,-13,-4,15,3,-14,-7,18,0,-10,-3
HIF-2a block,14,7,-19,0,5,0,-25,23,7,8
hiPSC survival,-0.8,-0.1,-0.8,-0.5,1.0,-0.4,-1.3,1.4,1.5,0.3
NR2E3 agonist,1,2,-26,-30,-13,-36,-10,3,-17,-25

51: COc1cccc(C(=O)N2CCC[C@H]2C(=O)N2CCC[C@H]2C(=O)NCc2ccc(F)cc2F)c1
52: C#CCNC(=O)C[C@@H]1C[C@@]2(C(=O)OC)CCCCC=C2N(Cc2ccc(Cl)cc2Cl)C1=O
53: COC(=O)[C@@]1(Cc2ccc(OC)cc2)[C@H]2c3cc(C(=O)N4CCCC4)n(Cc4ccc(S(C)(=O)=O)cc4)c3C[C@H]2CN1C(=O)c1ccccc1
54: O=C(NCCN1CCC(n2c(=O)[nH]c3ccccc32)CC1)c1ccncc1
55: CCC(c1nnnn1-c1c(C)cccc1C)N1CCCN(Cc2ccc(F)cc2)CC1 (configuration not stated)
56: CCCCCc1c(-c2cccc(OC)c2)ncn1CCc1ccccc1OC
57: O=C(OCCO)c1c(-c2ccccc2)oc2c1C(OCCO)CCC2 (configuration not stated)
58: COc1ccc(-c2c(C(=O)c3ccc(Br)cc3)[nH]c(N)c2C(=O)c2ccccc2)cc1OC
59: CCC(=O)N1Cc2cc(C(=O)NCc3cccc(F)c3)nc(-c3cccc(C4=CCCC4)c3)c2[C@H]1CCO
60: CC(=O)N1Cc2cc(C(=O)NCc3cccc(F)c3)nc(-c3cccc(C4=CCCCC4)c3)c2[C@H]1CCO

assay / entry,51,52,53,54,55,56,57,58,59,60
TRAIL sens C8,-19,-7,6,-19,17,43,2,5,-17,5
HIF-2a block,6,12,5,-5,-9,-46,-5,-50,4,-3
hiPSC survival,2.4,0.3,0.1,-0.1,-0.7,0.7,-0.4,-0.2,1.8,1.7
NR2E3 agonist,-16,-7,11,5,15,-9,-5,2,-19,-9

Part of the list above, as a markdown table:
| entry | Molecule | TRAIL sens C8 | HIF-2a block | hiPSC survival | NR2E3 agonist |
| --- | --- | --- | --- | --- | --- |
| 43 | COc1ccc(N2C(c3ccsc3)=Cc3cc4c(cc3C2c2c[nH]c3ccccc23)OCO4)cc1 (configuration not stated) | 15 | -19 | -0.8 | -26 |
| 37 | Cc1cccc(C)c1-n1nnnc1C1(C)CCC(=O)N1Cc1cccnc1 (configuration not stated) | -15 | 4 | 1.1 | -7 |
| 44 | COC(=O)[C@@]1(Cc2ccc(OC)cc2)[C@H]2c3cc(C(=O)N4CCCC4)n(CCc4c[nH]c5ccccc45)c3C[C@H]2CN1C(=O)c1ccccc1 | 3 | 0 | -0.5 | -30 |
| 36 | CC(C)C[C@H]1CN([C@@H](Cc2ccccc2)CN2CCC[C@H]2CN2C(=O)C(=O)NC[C@@H]2Cc2ccccc2)C(=O)C(=O)N1CCc1ccccc1 | -12 | -11 | -0.3 | 16 |
| 26 | CCCCn1nnnc1C(c1ccccc1)N1CCN(c2cc(C)ccc2C)CC1 (configuration not stated) | 14 | 15 | -0.3 | -9 |
| 12 | CCOC(=O)N1CCN(C(c2cc3ccccc3o2)c2nnnn2C(C)(C)C)CC1 (configuration not stated) | -27 | -2 | -0.7 | 6 |

Following part.
61: CCCCCCCCN1C(=O)[C@H](CC(=O)N2CCC(c3ccccc3)CC2)C[C@@]2(C(=O)OC)CCCCC=C12
62: COCCCn1cc(CN(C)C2CN(Cc3cn(CCCOC)nn3)S(=O)(=O)C2)nn1 (configuration not stated)
63: COc1ccc(-c2oc3c(c2-c2cnc(OC)nc2)C(O)CC3)cc1 (configuration not stated)
64: Cc1ccc(-c2nc3ccc(C)cn3c2Cc2cccc(Cl)c2)cc1
65: Nc1[nH]c(C(=O)c2ccccc2)c(-c2ccc(C(F)(F)F)cc2)c1C(=O)NCc1ccc(Cl)cc1Cl
66: COc1cccc(Cn2cnc(-c3ccccc3OC)c2C2CC2)c1
67: Cc1ccc(S(=O)(=O)N2CC3=C(C2)C2CC2(C)C3)cc1 (configuration not stated)
68: CCCCNc1c(-c2ccc(SC(C)CC)cc2)nc2ccc(Cl)cn12 (configuration not stated)
69: CSC12CCCN(CCC(C(C)(C)C)C1)C2=O (configuration not stated)
70: COc1cccc(CNC(=O)[C@@H]2CCCN2C(=O)[C@H]2CCCCN2C(=O)c2ccccc2)c1

assay / entry,61,62,63,64,65,66,67,68,69,70
TRAIL sens C8,7,-5,-27,-3,-16,15,-11,11,1,-2
HIF-2a block,5,4,-7,-221,-4,-13,2,-192,11,7
hiPSC survival,-0.3,0.8,0.2,0.0,-0.6,-1.1,-0.5,-2.4,-0.1,0.2
NR2E3 agonist,16,2,-25,-88,-3,-32,-10,-89,-18,12

71: Nc1[nH]c(C(=O)c2ccccc2)c(-c2ccc(Cl)c(F)c2)c1C(=O)NCCc1c[nH]c2ccccc12
72: CC1Cc2[nH]c(=S)[nH]c(=O)c2C(C(C)C)O1 (configuration not stated)
73: Nc1[nH]c(C(=O)c2ccccc2)c(-c2ccc(Cl)cc2)c1C(=O)NCc1ccco1
74: COc1cc(OC)cc(-c2c(Sc3ccccc3)c3cc(-c4ccc(SC)cc4)ccc3n2C)c1
75: CC(C)C[C@@H]1CN(CCCC[C@H]2CNC(=O)C(=O)N2CCC2CCCCC2)C(=O)C(=O)N1Cc1ccccc1

assay / entry,71,72,73,74,75
TRAIL sens C8,6,-8,-4,18,-7
HIF-2a block,-102,8,-31,-1,5
hiPSC survival,-0.1,1.3,2.0,0.3,-0.1
NR2E3 agonist,-36,-2,-14,-6,-28
